MgcRacGAP inhibition = MgcRacGAP GTPase-activating activity inhibitors, confirmation, biochemical, ADP Hunter fluorescence; Rac GTPase-activating protein 1 (Homo sapiens); MgcRacGAP-stimulated Rac1 GTP hydrolysis, ADP Hunter fluorescence; higher % means a stronger effect; GST-tagged Rac1 F28L mutant substrate; inhibition, % at 30 µM; hits with a dose series show IC50 in µM; 340,000 compounds, 0.6% hits;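 active = first-screen hits whose inhibition reached a set limit at any dose in the follow-up dose series; inconclusive = inhibition above the set first-screen limit but never retested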;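 note: fluorescence reports GDP produced by GAP-driven GTP hydrolysis; strong numbers were not always called active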
SIAH1 antagonists = Siah-1 peptide-binding antagonists, primary screen, biochemical, fluorescence polarization, rhodamine-plectin, uHTS (AID 1817); E3 ubiquitin-protein ligase SIAH1 (Homo sapiens); displacement, % at 20 µM, or IC50 in µM where a hit was titrated; 290,000 compounds, 0.02% hits; Siah-1 / rhodamine-plectin peptide fluorescence polarization; higher % means a stronger effect;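 active = displacement of at least 50% at 20 µM, with a fluorescence ratio check between 0.3 and a set limit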;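 note: plate controls were Siah plus tracer with DMSO for no effect and tracer alone without Siah for full effect; strong numbers were not always called active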
Dengue-2 NS5 capping = Dengue-2 NS5 methyltransferase inhibitors, primary screen, biochemical, confirmation dose response (AID 588689); Dengue-2 NS5 methyltransferase capping enzyme assay, biochemical; higher % means a stronger effect; 340,000 compounds, 0.3% hits; one-dose inhibition, % at 25 µM; IC50 in µM for titrated hits; in the data active = a potency from the dose series; inconclusive = inhibition above about 29% without an active follow-up result
NTR1 agonist = agonists of NTR1, primary screen, imaging, U2OS cells, beta-arrestin-GFP, high content (AID 493036). NTR1-U2OS beta-arrestin-GFP spot imaging, agonist mode. activation, % at 20 µM. 330,000 compounds, 0.17% hits;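 active = activation at or above 40% of the spot to cytoplasm intensity ratio, with at least 20 cells analyzed; inconclusive = wells under 20 cells, flagged as cytotoxic or low count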;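 note: 0% = DMSO without peptide and 100% = 100 nM NTR1 peptide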
Target sequence (P30989 whole entry, looked up): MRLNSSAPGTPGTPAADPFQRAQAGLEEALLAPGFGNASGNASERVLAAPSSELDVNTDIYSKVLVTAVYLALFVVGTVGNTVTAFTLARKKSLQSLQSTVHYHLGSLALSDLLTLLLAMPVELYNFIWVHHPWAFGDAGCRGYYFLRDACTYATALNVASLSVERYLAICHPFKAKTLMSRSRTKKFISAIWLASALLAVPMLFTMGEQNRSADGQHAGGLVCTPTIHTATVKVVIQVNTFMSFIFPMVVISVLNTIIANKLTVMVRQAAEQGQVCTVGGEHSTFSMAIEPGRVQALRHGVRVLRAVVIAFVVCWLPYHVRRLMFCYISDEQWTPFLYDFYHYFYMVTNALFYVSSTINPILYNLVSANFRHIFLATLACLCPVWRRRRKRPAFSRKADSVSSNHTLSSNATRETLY
AID2073 = inhibitors of Mint1-CaV2.2 protein interaction, biochemical, HTRF (AID 2073). HTRF protein-protein interaction, Mint1-CaV2.2; higher % means a stronger effect. inhibition, % at 20 µM, or IC50 in µM where a hit was titrated. Voltage-dependent N-type calcium channel subunit alpha-1B (Homo sapiens). 290,000 compounds, 0.19% hits; in the data active = inhibition mostly above about 51%, no sharp cut-off; inconclusive = no clear call, values can overlap the other calls; inactive = mostly below about 53%; note: some results filed as inactive read as strong as hits
K1F lysis inhibition = inhibition of K1F phage lysis, E. coli UTI89, bacterial capsule biogenesis inhibitors, alamar blue (AID 488966); E. coli UTI89 K1F phage lysis, alamar blue, 2 h; higher % means a stronger effect; inhibition, % at 100 µM; hits with a dose series show IC50 in µM; 340,000 compounds, 0.02% hits;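 active = phage lysis inhibition, versus mean bacterial control, above a set limit; inconclusive = no clear call, values can overlap the other calls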;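 note: capsule biogenesis inhibitors block K1F phage lysis so surviving cells raise fluorescence; higher fluorescence means more inhibition of phage lysis; actives were called in the ten point dose series up to 300 µM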
SV40 large T antigen = SV40 large T antigen inhibitors, biochemical (AID 1903) | 310,000 compounds, 0.39% hits | SV40 large T antigen ATPase/helicase inhibition assay; higher % means a stronger effect | one-dose inhibition, % at 20 µM; IC50 in µM for titrated hits; in the data active = a potency from the dose series; inconclusive = inhibition mostly from about 32% at the one dose, without a potency; inactive = the rest, 99 in 100 with inhibition below about 32%; note: strong numbers were not always called active
RSV antiviral HEp-2 = RSV antiviral activity via CPE protection, HEp-2 cells, primary 10 µM value included (AID 2391); HEp-2 cells, RSV-induced CPE inhibition; higher % means a stronger effect; CPE inhibition, % at 10 µM; hits with a dose series show IC50 in µM; 310,000 compounds, 0.13% hits; in the data active = a potency from the dose series; inconclusive = CPE inhibition mostly from about 23% at the one dose, without a potency; inactive = the rest, 99 in 100 with CPE inhibition below about 21%; note: strong numbers were not always called active
West Nile antiviral = West Nile virus antiviral activity, cell-based, CPE readout (AID 1621) | CPE inhibition, % at 10 µM; hits with a dose series show IC50 in µM | 290,000 compounds, 0.02% hits | West Nile virus-infected cells, CPE inhibition; higher % means a stronger effect; in the data active = a potency from the dose series; inconclusive = CPE inhibition mostly from about 3.7% at the one dose, without a potency; inactive = the rest, 99 in 100 with CPE inhibition below about 2.2%; note: strong numbers were not always called active
NTR1 agonist cell count 20 µM = recorded beside NTR1 agonist, whose call it bears; cell count; measured here: cell count, cytotoxicity flag
Dengue-2 NS5 capping pilot replicate = also measured in Dengue-2 NS5 capping; calls as there; inhibition, %; measured here: pilot screen replicate inhibition
The depositor's hits bear a star; ? = inconclusive; nt = no result given; & = joins results of further samples; [ ] = another dose, or the depositor's remark.

SMILES | MgcRacGAP inhibition | SIAH1 antagonists | Dengue-2 NS5 capping | NTR1 agonist | NTR1 agonist cell count 20 µM | AID2073 | K1F lysis inhibition | SV40 large T antigen | RSV antiviral HEp-2 | West Nile antiviral | others
Clc1ccc2nc(-c3ccccc3)cn2c1 | 3% | 7% | -13% | -1.2 | 71 | -1% | 0.2% | 12% | 2.5% | -0.7%
O=C1CCN(CCc2ccccc2)CCN1CCSc1ccc(Br)cc1 | 12% | -3% | -2% | 5.6 | 79 | -8% | 1.1% | 14% | -0.4% | -0.9%
O=C(Nc1ccccc1)Nc1nc(-c2ccc(F)cc2)cs1 | -7% | -2% | -4% | 0.9 | 39 | -1% | -1.9% | 10% | ? | -1.0%
Cc1ccc(F)cc1NC(=O)CN1CCN(c2ccccn2)CC1 | -1% | 1% | -4% | 0.9 | 62 | 11% | 0.6% | 6% | -0.6% | -0.9%
CCN(CCCNC(=O)CCn1c(=S)[nH]c2cc3c(cc2c1=O)OCO3)c1cccc(C)c1 | 6% | 0% | -2% | 5.4 | 67 | 6% | 0.1% | 10% | 1.0% | ?
CCCC(=O)Nc1nc2c(C)c(Cl)ccc2s1 | 9% | 5% | 1% | 0.8 | 63 | -2% | -0.8%[50 µM] | 1% | 6.7% | -0.4%
CCn1cc(-c2cc(C(=O)O)c3ccccc3n2)cn1 | 2% | -2% | -6% | -0.2 | 24 | 8% | 0.0% | 7% | -1.3% | -0.3%
Cn1ccnc1-c1ccc(-c2nccn2C)cc1 | 3% | 0% | 5% | 0.3 | 64 | 16% | 1.1% | 9% | 0.1% | 0.1%
O=C(/C=C/c1cccc(Br)c1)N1CCN(c2cccc(C(F)(F)F)c2)CC1 | 7% | 6% | -5% | 0.3 | 69 | 6% | 2.8% | 4% | 12% | 0.3%
COc1cc(S(=O)(=O)N2CCN(Cc3ccc4c(c3)OCO4)CC2)c(C)cc1C | 0% | 0% | 7% | 1.0 | 69 | -2% | 10% | -2% | 4.0% | -0.5%
O=C(Nc1cccc(S(=O)(=O)C(F)F)c1)c1ccc(S(=O)(=O)N2CCCCC2)cc1 | 0% | 3% | -8% | 3.1 | 38 | 20% | -2.7% | 7% | ? | 0.1%
CC/S(C)=N/S(=O)(=O)c1ccc(C)cc1 (stereo not drawn) | 3% | 5% | -1% | 1.4 | 68 | 1% | 2.6%[50 µM] | 0% | -0.3% | 0.2%
O=C(CN1C(=O)COc2ccccc21)N1CCCC1 | 14% | 3% | -6% | 0.3 | 79 | 11% | 0.1% | 26% | 0.5% | -0.2%
Cc1[nH]c2ccccc2c1C(=O)NS(=O)(=O)Nc1ccc(Cl)cc1 | 1% | 10% | -1% | -1.1 | 33 | ? | 0.2% | 3% | 1.9% | 0.1%
COc1ccc(C(=O)N2CC3(CC(c4cccc([N+](=O)[O-])c4)=NO3)C[C@H]2C(=O)NCC(N)=O)cc1 (stereo partly drawn) | 3% | -5% | -8% | 0.0 | 92 | -9% | 3.5% | 7% | 3.5% | 1.0%
Cc1noc(C)c1COc1cccc(C(=O)Nc2cccnc2)c1 | 6% | 0% | -9% | 0.0 | 62 | 6% | 3.0% | 7% | 0.3% | -0.7%
COc1ccc(CCNC(=O)c2nnn(-c3cc(C)cc(C)c3)c2N)cc1OC | 6% | 14% | -6% | -2.7 | 87 | -18% | 0.3% | 7% | -0.5% | 0.3%
CCOC(=O)N1CCN(C/C(Cl)=C/c2ccccc2)CC1 | 17% | 0% | -6% | 0.2 | 60 | 5% | 0.4% | 4% | 0.8% | -0.5%
O=C(CCC(=O)Nc1cccc(C(F)(F)F)c1)NCC1CCCO1 (stereo not drawn) | 2% | 0% | -4% | 1.9 | 61 | 6% | 1.3% | 3% | 1.3% | -0.6%
CCCSc1nnc(C(C)C)n1N | 1% | -2% | 0% | 0.8 | 72 | -4% | -0.3% | 3% | 2.2% | 0.2%
Fc1ccccc1CN1CCC(Cc2ccccc2)CC1 | 10% | 2% | -10% | 1.3 | 59 | 4% | -0.2% | 2% | 0.5% | 1.3%
CCC1CCCCN1CCN1C(=O)C2C(C(=O)Nc3cccc(OC)c3)C3C=CC2(O3)C1C(=O)NC1CCCCC1 (stereo not drawn) | 8% | -2% | -10% | 0.5 | 43 | 10% | 0.0% | 12% | 0.5% | 0.5%
COC(=O)c1[nH]c2cc(OC)ccc2c1NC(=O)CCN1CCCC(C)(C)C1 | 10% | 1% | -6% | 1.6 | 81 | 1% | 0.4% | 13% | -1.0% | -0.2%
O=C(COc1ccccc1)Nc1c2c(nn1-c1ccccc1)CS(=O)C2 (stereo not drawn) | 8% | -1% | 10% | -0.3 | 44 | -1% | 0.2% | 3% | 0.2% | 0.2%

Overlap with the part before: two compounds, then new ones.
SMILES | MgcRacGAP inhibition | SIAH1 antagonists | Dengue-2 NS5 capping | NTR1 agonist | NTR1 agonist cell count 20 µM | AID2073 | K1F lysis inhibition | SV40 large T antigen | RSV antiviral HEp-2 | West Nile antiviral | others
COC(=O)c1[nH]c2cc(OC)ccc2c1NC(=O)CCN1CCCC(C)(C)C1 | 10% | 1% | -6% | 1.6 | 81 | 1% | 0.4% | 13% | -1.0% | -0.2%
O=C(COc1ccccc1)Nc1c2c(nn1-c1ccccc1)CS(=O)C2 (stereo not drawn) | 8% | -1% | 10% | -0.3 | 44 | -1% | 0.2% | 3% | 0.2% | 0.2%
COc1ccc(N(CC(=O)N2CCN(c3ccccc3F)CC2)S(=O)(=O)c2c(C)noc2C)cc1 | 8% | -4% | -4% | 1.1 | 60 | 5% | 0.3% | 24% | -0.3% | 2.2%
N#C/C(=C(/O)c1ccco1)c1nc2ccccc2s1 | 4%&10% | 8%&8% | 6%&7% | 1.3&-0.9 | 58&69 | 1%&12% | 9.4% | 8%&7% | 1.5%&3.2% | -0.7%&-0.4%
O=C(NCc1ccoc1)c1ccc(NC(=O)c2ccccc2Cl)cc1 | 8% | -1% | -2% | 0.2 | 78 | 1% | 1.1% | 11% | 4.2% | 0.5%
COc1cccc(NC(=O)C(=S)NC2CCCCC2)c1 | 12% | -1% | -12% | 4.2 | 54 | 2% | 0.0% | 0% | 11% | -0.9%
Nn1c(SCC(=O)NC(=O)Nc2ccc3c(c2)OCCO3)nnc1C1CC1 | 5% | 4% | 0% | 1.9 | 61 | -2% | -0.6% | 47% | -0.6% | 0.4%
CCOC(=O)c1cnn(-c2nc(-c3ccccc3F)cs2)c1C(F)(F)F | 2% | -2% | -1% | 7.9 | 65 | -2% | 0.4% | 1% | 5.1% | 0.9% | Dengue-2 NS5 capping pilot replicate=-3.5
O=C(CCN1C(=O)COc2ccccc21)N1CCN(c2ccccn2)CC1 | 2% | -3% | -2% | -0.5 | 57 | 46% | 0.4% | 3% | 0.3% | 0.3%
O=C(NC1CCCCC1)C(Cc1ccccc1)N1C(=O)C2C3CCC(C3)C2C1=O (stereo not drawn) | 10% | 5% | 1% | -0.5 | 41 | -3% | 0.1% | -6% | 0.6% | 0.1%
CCCCc1c(O)nc(SCC(=O)c2ccccc2)[nH]c1=O | 5% | -1% | -1% | -0.1 | 43 | 0% | 0.0% | 0% | 1.1% | 0.2%
Cc1ccccc1OCc1nc2ccccc2c(=O)n1/N=C/c1ccco1 | 13% | 2% | 8% | 3.7 | 33 | -4% | 0.3% | 2% | 1.9% | 0.6%
CC(C)(C)c1cc[n+](C2=C([O-])c3ccccc3C(=O)/C2=N\S(=O)(=O)c2ccccc2)cc1 | nt | -5% | nt | 1.7 | 43 | 2% | nt | 37% | -0.3% | 1.5%
COc1cc2c(cc1OC)C(COc1cccc(C(F)(F)F)c1)NCC2 (stereo not drawn) | 15% | -7% | 7% | 1.3 | 56 | 8% | 0.4% | nt | -2.3% | -0.1%
CCOC(=O)C1CCN(C(=O)c2cc3c(OC)c(OC)c(OC)cc3[nH]2)CC1 | -8% | 0% | 6% | -0.6 | 49 | 27% | -0.2% | 13% | 1.6% | -0.4%
Cc1c(NC(=O)COC(=O)C2CC3C=CC2C3)c(=O)n(-c2ccccc2)n1C (stereo not drawn) | 11% | -4% | 2% | -1.0 | 35 | -4% | 0.4% | 9% | 0.6% | 0.2%
CCOC(=O)/C(=C\c1cccnc1)C(=O)c1cc(C(C)=O)c(Nc2ccccc2)s1 | 13% | 1% | -38% | 1.0 | 25 | -4% | -1.6% | 27% | -4.6% | 0.9%
COc1cccc(Oc2nc(-c3ccncc3)nc3ccccc23)c1 | nt | 0% | nt | 4.2 | 42 | 6% | nt | 3% | -1.8% | 0.5%
O=C(N/N=C/c1c[nH]c2ccccc12)c1cccc(O)c1 | 7% | 6% | -4% | -0.4 | 87 | 11% | 0.1% | 16% | -1.0% | -0.4%
CC(C)CNC(=O)CN1C(=O)NC2(CCc3ccccc32)C1=O (stereo not drawn) | 11% | 2% | -12% | -1.3 | 46 | 5% | 0.1% | 1% | 1.0% | 0.1%
COc1ccc(CN2C3CCCC2CC(NC(=O)Nc2cccc(C)c2)C3)cc1 (stereo not drawn) | 8% | -2% | -9% | 0.8 | 83 | 9% | 0.0% | 7% | 0.6% | -0.1%
Cc1ccc(S(=O)(=O)c2c(CO)c(-c3ccccc3)nn2C)cc1 | 6% | 3% | nt | 1.4 | 35 | 0% | 0.1% | 7% | 5.1% | -2.2%
CN(CCNC(=O)C1CCCN(c2ncnc3c2nc2n3CCCCC2)C1)Cc1ccccc1 (stereo not drawn) | 1% | 8% | -7% | 0.3 | 67 | 3% | 0.1% | 6% | -1.7% | -0.9%
O=C(COC(=O)/C=C/c1ccccc1)Nc1nnc(-c2ccccc2)o1 | 3% | nt | 4% | -1.2 | 55 | nt | 107%[50 µM] | 11% | 0.3% | nt
O=C(O)c1c2c(nc3ccccc13)/C(=C/c1ccc(OC(F)F)cc1)CCC2 | 9% | 1% | 2% | -0.3 | 45 | -10% | -0.1% | 1% | 1.7% | ?
N#C/C(=C/c1ccc(F)cc1)S(=O)(=O)c1ccccc1 | 6% | -5% | -8% | 0.3 | 49 | 9% | 2.3% | 8% | 0.5% | 0.2%
COc1cc2ccc(=O)oc2cc1O | 16% | nt | 1% | -2.2 | 83 | nt | -5.8% | 2% | 1.0% | nt
Cc1nnc(SCC(=O)NC(C)(C)C)n1NCc1ccc(N(C)C)cc1 | 4% | 3% | -4% | -0.6 | 56 | 0% | 1.5% | 9% | 1.4% | -0.3%
COc1ccc(-c2nc3cc(C)ccn3c2NC2CCCCC2)cc1SC1CCCCC1 | 9% | nt | -33% | 1.6 | 51 | nt | 2.0% | nt | nt | nt
